Screening data (PubChem)
Dengue-2 NS5 capping: Dengue-2 NS5 methyltransferase inhibitors, primary screen, biochemical, confirmation dose response (AID 588689); Genome polyprotein (Dengue virus type 2 (strain 16681-PDK53)); 340,000 compounds, 0.3% hits; inhibition, % at 25 µM, or IC50 in µM where a hit was titrated; Dengue-2 NS5 methyltransferase capping enzyme assay, biochemical; higher % means a stronger effect; in the data active means a potency from the dose series; inconclusive means inhibition above about 29% without an active follow-up result
Dengue-2 NS5 capping pilot replicate: also measured in Dengue-2 NS5 capping; calls as there; inhibition, %; measured here: pilot screen replicate inhibition
The depositor's hits bear a star; ? = inconclusive.

SMILES	Dengue-2 NS5 capping	others
O=C(CNc1ccccc1N1CCCC1=O)Nc1cc(Cl)ccc1-n1cncn1	-6.5%
CCOCCCn1c(=N)c(C(=O)NCCN2CCOCC2)cc2c(=O)n3cccc(C)c3nc21	4.1%	Dengue-2 NS5 capping pilot replicate=0.0
C[C@H](NC(=O)c1ccc(C(C)(C)C)cc1)C(=O)N1CCN(C/C=C/c2ccccc2)CC1	-1.8%
Cc1cccc(NC(=O)COC(=O)c2cccc(S(=O)(=O)N3CCCCCC3)c2)c1	-11.0%
O=C(CCN1C(=O)c2ccccc2S1(=O)=O)NCc1ccccc1Cl	-3.7%
Cc1ccc(NS(=O)(=O)c2ccc(C)c(NC(=O)c3ccc(S(=O)(=O)N4CCCCCC4)cc3)c2)c(C)c1	-1.6%
CCCc1ccc(C(=O)COC(=O)CN2C(=O)NC3(CCCCC3C)C2=O)cc1 (stereo unspecified)	-11.3%
COc1ccc(NC(=O)COc2ccc3c(c2)CCC3)cc1S(N)(=O)=O	1.5%
O=S(=O)(c1cccc2ccccc12)N1CCC2CC1c1cc(Cl)ccc12 (stereo unspecified)	-3.3%	Dengue-2 NS5 capping pilot replicate=1.2
Cc1ccc(CNC(=O)CN2C(=O)NC3(CC(C)CC(C)(C)C3)C2=O)cc1 (stereo unspecified)	2.3%
COc1cccc(CN(C)S(=O)(=O)c2ccc3c(c2)OCCO3)c1	-1.4%
CCN(CC(=O)NCc1cccs1)S(=O)(=O)c1ccc(F)cc1	-2.9%
COC(=O)c1ccc(COC(=O)CNC(=O)CNC(=O)c2ccc(OC)cc2)cc1	6.3%
O=C(NC1CC1)c1cccc(NC(=O)c2cnn(-c3ccccc3)n2)c1	-1.1%
CC(C)(C)OC(=O)NCCCCCNC(=O)c1nc[nH]c1C(=O)NCc1ccc(CNC(=O)OC(C)(C)C)cc1	-2.1%
O=C1OC(c2ccccc2)(c2ccc3cc(O)ccc3c2)c2ccccc21 (stereo unspecified)	5.4%
Cc1ccc(-n2nnnc2-c2cccs2)cc1[N+](=O)[O-]	6.1%
CC1C(c2ccccc2)OCCN1C(=S)Nc1ccc(S(=O)(=O)N2CCCCC2)cc1 (stereo unspecified)	-23.0%
C[C@H](NS(=O)(=O)c1ccc(Cl)cc1)C(=O)OCC(=O)Nc1cc(S(=O)(=O)N2CCOCC2)ccc1Cl	-8.4%
O=C(c1ccc(Cl)c(S(=O)(=O)N2CCCCCC2)c1)N1CCN(c2ccc(O)cc2)CC1	-7.0%
Cc1ccccc1OCC(=O)OCC(=O)NCC1CCCCC1	-3.0%
COc1ccc(S(=O)(=O)N2CCOC2CNC(=O)C(=O)NCc2ccccn2)cc1OC (stereo unspecified)	3.8%
CN(CC(=O)NCc1ccccn1)S(=O)(=O)c1cc(Cl)ccc1Cl	1.4%
COc1cc(C(=O)NNC(=O)Cc2cccs2)cc(OC)c1OC	-0.7%
COc1cc(C(C)n2nnc3ccccc32)ccc1O (stereo unspecified)	-0.6%
COc1ccc(-c2ccc3c(c2)c(-c2cccs2)c(-c2cc(OC)cc(OC)c2)n3C)cc1	1.0%
O=C(NCCS(=O)(=O)N1CCN(c2cccc(Cl)c2)CC1)c1ccc2c(c1)OCO2	-4.3%
C[C@H](CCC(=O)OCc1cn(CC(=O)c2ccc(O)cc2)nn1)C1CC[C@H]2[C@@H]3CC[C@@H]4C[C@H](O)CC[C@]4(C)[C@H]3C[C@H](O)[C@]12C (stereo partly specified)	-4.6%
CN(Cc1cccc(F)c1)C(=O)c1ccc(S(=O)(=O)N2CCCCCC2)cc1	0.0%
O=C1CN(S(=O)(=O)c2ccccc2Cl)CCN1	5.8%
CC1CCC2(CC1)NC(=O)N(CC(=O)NC1CCCCC1C)C2=O (stereo unspecified)	3.9%
CCOC(=O)c1ccc(NC(=O)c2nc[nH]c2C(=O)NC[C@@H](C)O)cc1	-5.5%
CCN(CC)c1ccc2nc3ccc(N)cc3[n+](-c3ccccc3)c2c1	?
Cc1ccc(NC(=O)CSc2nnc(CNC(=O)c3ccco3)n2C)cc1	-2.2%
CC(=O)c1ccc(S(=O)(=O)N(C)CC(=O)Nc2cc(C)on2)cc1	7.9%
N[C@@H](Cc1cnc[nH]1)C(=O)Nc1ccc2ccccc2c1	-6.0%

The last three records of the section above are carried over, then new ones follow:
SMILES	Dengue-2 NS5 capping	others
Cc1ccc(NC(=O)CSc2nnc(CNC(=O)c3ccco3)n2C)cc1	-2.2%
CC(=O)c1ccc(S(=O)(=O)N(C)CC(=O)Nc2cc(C)on2)cc1	7.9%
N[C@@H](Cc1cnc[nH]1)C(=O)Nc1ccc2ccccc2c1	-6.0%
CCOC(=O)c1ccccc1OC(=O)Oc1ccccc1C(=O)OCC	0.0%
CC(C)CC1C(=O)N(Cc2cn(CC3CCCCC3)nn2)CCS(=O)(=O)N1Cc1ccc(-c2ccc(F)nc2)cc1 (stereo unspecified)	-4.5%
CC(=O)c1c(C)[nH]c(C(=O)OCC(=O)N(Cc2ccccc2)C(C)(C)C)c1C	-5.1%
O=C(COC(=O)c1cc(=O)[nH]c2ccccc12)NCc1ccccc1	-0.7%
Cc1ccc(NC(=O)Cc2nc(COC(=O)Cc3cccc(C(F)(F)F)c3)cs2)cc1	-8.7%
COc1ccc(NC(=O)CNc2cc(C)ccc2C)cc1S(=O)(=O)N1CCOCC1	0.8%
O=C(OCCCc1cc2ccccc2c(=O)o1)c1ccc(F)cc1	-1.6%
CCN(CC(=O)Nc1ccccc1C(F)(F)F)C(=O)CN1C(=O)NC2(CCCCC2)C1=O	3.7%
CCCn1c(N)c(N(CCOC)C(=O)COC(=O)COc2c(C)cc(C)cc2C)c(=O)[nH]c1=O	0.0%
CC(C)(C)Cc1c(-c2ccc(Br)cc2)nc2ccc(Cl)cn12	1.7%
[O-]C1=N[N+](=C(c2ccccc2)c2ccccc2)C1	2.1%
CC(C)(OC(=O)c1ccc(C(F)(F)F)cc1)c1cc2ccccc2c(=O)o1	-5.7%
COc1ccc2c(c1)[C@H]1[C@H](CO2)[C@H](c2ccccc2)[C@]2(C)C(=O)Nc3cc(OC)c(OC)cc3C(=O)N12	-0.8%
CCOC(=O)C1=C(C)NC(C)=C(C(=O)OCC)C1C(=O)OCC(=O)NC1CCCCC1	-9.7%
O=C(NCC(c1ccc(F)cc1)N1CCOCC1)c1nn(-c2ccccc2)c(=O)c2ccccc12 (stereo unspecified)	-3.6%
Cc1ccc(NC(=O)CSCC(=O)N(C)CC(=O)Nc2ccccc2C(F)(F)F)cc1	1.4%
CCc1noc(C)c1C(=O)Nc1nnc(CC(C)C)s1	3.6%
Cc1ccc(C)c(C(=O)COC(=O)c2cc([N+](=O)[O-])ccc2N2CCOCC2)c1	6.5%
O=C(NCC(c1ccco1)N1CCOCC1)c1ccc(Cl)cc1 (stereo unspecified)	-1.4%
CCCCCCSc1ccc([C@@H]2[C@H]3C(=O)N(CC)C(=O)[C@H]3[C@]3(C(=O)OC)CCCCN23)cc1OC	-21.4%
CC(=O)c1cccc(NC(=O)/C=C/c2ccc(S(=O)(=O)N3CCOCC3)cc2)c1	-1.5%
C[C@@H]1CC[C@]2(C(=O)O[C@@H]3O[C@H](CO)[C@@H](O)[C@H](O)[C@H]3O)CC[C@]3(C)C(=CCC4[C@@]5(C)CC[C@H](O[C@@H]6OC[C@H](O)[C@H](O[C@@H]7O[C@H](CO)[C@@H](O)[C@H](O)[C@H]7O)[C@H]6O)C(C)(C)C5CC[C@]43C)C2[C@]1(C)O (stereo partly specified)	-4.1%
CCCCN(C(=O)C1CCCC1)c1c(N)n(CCC)c(=O)[nH]c1=O	2.9%
CCOc1cc(C(=O)OC(C)C(=O)Nc2ccc(S(N)(=O)=O)cc2)ccc1OCC(=O)N1CCOCC1 (stereo unspecified)	-4.4%
CC(=NNC(=S)N1CCCCC1)c1ccccn1	-7.5%
OC(COCc1ccccc1F)CN1CCCCC1 (stereo unspecified)	1.5%
Cc1ccc(C(CNS(=O)(=O)c2ccc(Cl)cc2)N2CCN(C)CC2)cc1 (stereo unspecified)	-3.7%
CN(CCc1ccccc1)C(=O)c1ccc(NC(=O)Cc2cccc(NC(=O)C3CCN(C(=O)C4CC4)CC3)c2)cc1	-3.0%	Dengue-2 NS5 capping pilot replicate=-5.1
COc1ccc(OC)c(NP2(=O)OCC(C)([N+](=O)[O-])CO2)c1 (stereo unspecified)	1.6%
COc1ccc(CN(C)CCCn2cnc3c(OCc4ccccc4)ncnc32)cc1	0.0%
CSc1ncccc1C(=O)N1CCN(S(=O)(=O)c2ccc3c(c2)OCCO3)CC1	-4.6%
COCCOc1ccc(C(F)(F)F)cc1NC(=O)COC(=O)c1ccc(N2CCCC2=O)cc1	5.8%
CC(Oc1cccc(Cl)c1)C(=O)N(C)CC(=O)Nc1ccc(N2CCOCC2)cc1 (stereo unspecified)	-0.7%
COc1ccc(S(=O)(=O)Nc2cc3c4c(c2)CC(=O)N4CCC3)cc1OC	3.3%
c1ccc2nc(N3CCOCC3)c(N3CCCC3)nc2c1	4.7%
CCOc1cc(/C=N/NC(=O)c2ccccc2-n2cccc2)ccc1O	-4.1%
CN(Cc1ccccc1)C(=O)c1ccc(NC(=O)Cc2cccc(NC(=O)C3CCN(C(=O)C4CCC4)CC3)c2)cc1	-1.6%
CCOc1ccc(S(=O)(=O)NCc2ccccn2)cc1NC(=O)c1ccccc1	-5.0%
C=CC[C@H](CC(=O)NCCO)C(=O)NC[C@@H](OC(=O)[C@H](CC=C)CC(=O)OC(C)(C)C)c1ccccc1	-8.4%
COc1ccc(S(=O)(=O)N2CCOCC2)cc1NC(=O)CNC(=O)c1cccs1	1.1%
Cc1ccc(-n2nnnc2SCC(=O)c2c(N)n(C3CC3)c(=O)[nH]c2=O)cc1C	5.2%
COc1ccc(OCCN2CCN(S(=O)(=O)c3ccccc3C(F)(F)F)CC2)cc1	-11.0%
COc1ccc(CCC(=O)OCc2csc(CC(=O)Nc3ccc(C)cc3)n2)cc1OC	2.2%
C[C@H](CO)N1C[C@H](C)[C@@H](CN(C)Cc2ccc(-c3ccccc3)cc2)Oc2c(NS(=O)(=O)c3ccc(F)cc3)cccc2C1=O	-0.7%
CCCc1cc(=O)[nH]c(SCC(=O)Nc2ccc(S(=O)(=O)N3CCCC3)cc2)n1	-10.5%
CCOc1ccc(OCCNC(=O)c2ccc3c(c2)nnn3CC)cc1	-0.8%
CN(CC(=O)Nc1c(Cl)cccc1Cl)C(=O)c1ccc(-n2cncn2)c([N+](=O)[O-])c1	-0.7%
CCOc1ccc(S(=O)(=O)N2CCOCC2)cc1NC(=O)CSCc1c(C)noc1C	6.5%

Random excerpt: six records from the list.
SMILES	Dengue-2 NS5 capping	others
CCOc1ccc(S(=O)(=O)N2CCOCC2)cc1NC(=O)CSCc1c(C)noc1C	6.5%
CCOc1ccc(S(=O)(=O)NCc2ccccn2)cc1NC(=O)c1ccccc1	-5.0%
COc1ccc(CCC(=O)OCc2csc(CC(=O)Nc3ccc(C)cc3)n2)cc1OC	2.2%
CN(CC(=O)Nc1c(Cl)cccc1Cl)C(=O)c1ccc(-n2cncn2)c([N+](=O)[O-])c1	-0.7%
C[C@H](CO)N1C[C@H](C)[C@@H](CN(C)Cc2ccc(-c3ccccc3)cc2)Oc2c(NS(=O)(=O)c3ccc(F)cc3)cccc2C1=O	-0.7%
C=CC[C@H](CC(=O)NCCO)C(=O)NC[C@@H](OC(=O)[C@H](CC=C)CC(=O)OC(C)(C)C)c1ccccc1	-8.4%

Continued.
SMILES	Dengue-2 NS5 capping	others
Cc1ccc(S(=O)(=O)N2CCN(C(=O)CN3C(=O)NC(C)(c4ccc(Cl)cc4)C3=O)CC2)c(C)c1 (stereo unspecified)	3.6%
Cc1cc2nnc(SCc3ccc4c(c3)OCO4)n2c2ccccc12	-11.8%
Cc1cc(C)c2nc(NC(=O)C3CSC4(C)CCC(=O)N34)sc2c1 (stereo unspecified)	-11.1%
CCN(C[C@H]1N[C@@](C)(C(=O)OC)[C@H]2C(=O)N(Cc3ccccc3)C(=O)[C@@H]12)S(=O)(=O)c1ccc(C(C)(C)C)cc1	2.0%	Dengue-2 NS5 capping pilot replicate=-1.8
Cc1cc(NCC(=O)Nc2ccc(C)c(S(=O)(=O)N3CCOCC3)c2)ccc1Br	3.4%
Cc1ccc(NC(=O)c2ccc(S(=O)(=O)N3CCC(C)CC3)cc2)nc1	-1.5%
CC(=O)N1CCc2cc(S(=O)(=O)NC(C(=O)N3CCN(c4ccccc4F)CC3)C(C)C)ccc21 (stereo unspecified)	-9.3%
COc1cccc(/C=C/C(=O)NNC(=O)c2ccco2)c1OC	-2.2%
COCCN(C(=O)c1cc2c(s1)CCC2)c1c(N)n(CC(C)C)c(=O)[nH]c1=O	0.7%
Cc1ccc(S(=O)(=O)N2CCOCC2)cc1NC(=O)CSc1nc(N)cc(N)n1	-1.4%
O=C(COc1ccc(Cl)c2cccnc12)N1CCOCC1	-4.5%
CC1CCC2(CC1)NC(=O)N(NC(=O)CSc1nnc(NC3CC3)s1)C2=O (stereo unspecified)	1.6%
Cc1c(NS(=O)(=O)c2cccc(C(=O)NCc3ccccc3Cl)c2)c(=O)n(-c2ccccc2)n1C	0.7%
CC(C)(C)OC(=O)C[C@@H]1C/C=C\C[C@@H](CC(=O)NCCO)C(=O)NC[C@@H](c2ccccc2)OC1=O	-1.7%
CN1CCCN(S(=O)(=O)c2cccc(C(F)(F)F)c2)c2nc3ccccc3nc21	-8.1%
COC(=O)CCN1CCC2CC1c1cc(N3CCCCC3)ccc12 (stereo unspecified)	0.0%
Cc1ccc([C@@H]2C[C@H]3[C@@H](CN2S(=O)(=O)c2ccc(Cl)cc2)C(=O)C[C@@H](c2ccccc2)N3S(=O)(=O)c2ccc(C)cc2)cc1	1.1%
COc1ccc2[nH]cc(CCNC(=O)CC[C@H]3O[C@@H](n4cc(C)c(=O)[nH]c4=O)C[C@@H]3O)c2c1	-5.9%
CCOc1ccc(N=Cc2ccc(N(C)C)cc2)c(O)c1	?
CC(C)(C)c1ccc(NC(=O)COC(=O)c2ccc3ncsc3c2)cc1	-9.2%
CCCCC(=O)Nc1ccc(Cl)cc1F	2.9%

The list is partial; the hit share may differ from the screen's.
